# Compound activity: PubChem, several laboratories
# West Nile virus CPE = West Nile virus antiviral activity, cell-based, CPE readout (AID 1621) | West Nile virus-infected cells, CPE inhibition; higher % means a stronger effect | CPE inhibition, % at 10 µM, or IC50 in µM where a hit was titrated | hit rate 0.02% among 290,000; in the data active = a potency from the dose series; inconclusive = CPE inhibition mostly from about 3.7% at the one dose, without a potency; inactive = the rest, 99 in 100 with CPE inhibition below about 2.2%; note: strong numbers were not always called active
# Large T inhibition = SV40 large T antigen inhibitors, biochemical (AID 1903); hit rate 0.39% among 310,000; SV40 large T antigen ATPase/helicase inhibition assay; higher % means a stronger effect; inhibition, % at 20 µM, or IC50 in µM where a hit was titrated; in the data active = a potency from the dose series; inconclusive = inhibition mostly from about 32% at the one dose, without a potency; inactive = the rest, 99 in 100 with inhibition below about 32%; note: strong numbers were not always called active
# K1F lysis inhibition = inhibition of K1F phage lysis, E. coli UTI89, bacterial capsule biogenesis inhibitors, alamar blue (AID 488966). E. coli UTI89 K1F phage lysis, alamar blue, 2 h; higher % means a stronger effect. one-dose inhibition, % at 100 µM; IC50 in µM for titrated hits. hit rate 0.02% among 340,000;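 active = phage lysis inhibition, versus mean bacterial control, above a set limit; inconclusive = no clear call, values can overlap the other calls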;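 note: capsule biogenesis inhibitors block K1F phage lysis so surviving cells raise fluorescence; higher fluorescence means more inhibition of phage lysis; actives were called in the ten point dose series up to 300 µM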
# Dengue-2 NS5 capping = Dengue-2 NS5 methyltransferase inhibitors, primary screen, biochemical, confirmation dose response (AID 588689) | Dengue-2 NS5 methyltransferase capping enzyme assay, biochemical; higher % means a stronger effect | inhibition, % at 25 µM, or IC50 in µM where a hit was titrated | Genome polyprotein (Dengue virus type 2 (strain 16681-PDK53)) | hit rate 0.3% among 340,000; in the data active = a potency from the dose series; inconclusive = inhibition above about 29% without an active follow-up result
# Salmonella PhoP GFP = inhibitors of PhoP regulon expression, primary screen, Salmonella Typhimurium, GFP reporter (AID 1863) | S. Typhimurium PhoP-regulated promoter GFP reporter, 4 h; higher % means a stronger effect | inhibition, % at 50 µM, or IC50 in µM where a hit was titrated | hit rate 0.16% among 300,000;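 active = inhibition over 29.93%, a cutoff 3 SD above the screen mean, later confirmed by dose response; inconclusive = inhibition over 29.93% but no dose response follow-up; inactive = inhibition at most 29.93% or unconfirmed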;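 note: 0% = low Mg2+ inducing control and 100% = high Mg2+ repressing control; strong numbers were not always called active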
# RSV antiviral HEp-2 = RSV antiviral activity via CPE protection, HEp-2 cells, primary 10 µM value included (AID 2391); hit rate 0.13% among 310,000; CPE inhibition, % at 10 µM; hits with a dose series show IC50 in µM; HEp-2 cells, RSV-induced CPE inhibition; higher % means a stronger effect; in the data active = a potency from the dose series; inconclusive = CPE inhibition mostly from about 23% at the one dose, without a potency; inactive = the rest, 99 in 100 with CPE inhibition below about 21%; note: strong numbers were not always called active
# NTR1 agonist = agonists of NTR1, primary screen, imaging, U2OS cells, beta-arrestin-GFP, high content (AID 493036); Neurotensin receptor type 1 (Homo sapiens), P30989; NTR1-U2OS beta-arrestin-GFP spot imaging, agonist mode; activation, % at 20 µM; hit rate 0.17% among 330,000;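 active = activation at or above 40% of the spot to cytoplasm intensity ratio, with at least 20 cells analyzed; inconclusive = wells under 20 cells, flagged as cytotoxic or low count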;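 note: 0% = DMSO without peptide and 100% = 100 nM NTR1 peptide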
# Target sequence (P30989 whole entry, looked up): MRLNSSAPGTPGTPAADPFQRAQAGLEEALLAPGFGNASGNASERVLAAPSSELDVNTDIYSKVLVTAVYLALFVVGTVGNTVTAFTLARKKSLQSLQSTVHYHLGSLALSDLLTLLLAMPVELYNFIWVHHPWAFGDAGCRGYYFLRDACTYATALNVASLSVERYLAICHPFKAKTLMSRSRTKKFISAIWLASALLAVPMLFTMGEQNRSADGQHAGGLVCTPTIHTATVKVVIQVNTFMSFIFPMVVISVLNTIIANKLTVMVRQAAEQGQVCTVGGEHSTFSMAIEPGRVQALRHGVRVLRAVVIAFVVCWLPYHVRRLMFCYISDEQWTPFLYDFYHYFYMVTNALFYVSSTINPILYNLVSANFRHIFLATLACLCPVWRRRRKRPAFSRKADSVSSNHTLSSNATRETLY
# T cell HTS = modulators of CD8 T cell-vesicle binding, primary screen, mouse 2C CD8+ T cells, flow cytometry; 2C CD8+ T cell-vesicle binding; active compounds read low; AID 2052, 2009; calls only at 7 µM; hit rate 0.068% among 330,000;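 active = response, share of CD8 T cells binding vesicles, and their 90th percentile fluorescence all below set limits, cut at about 80% in these data, passing the limit was not always enough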
#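 Test system: purified 2C TCR transgenic mouse naive CD8+ T cells. Probe or stimulus: QL9-peptide-loaded Drosophila micro-vesicles bearing Ld, ICAM-1 and B7-1. Incubation: binding step 1.5 h, 37 °C, antibody labelling 20 min, ice. Measured by: flow cytometry of vesicle-bound cells.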
# Rac1 GTP hydrolysis = MgcRacGAP GTPase-activating activity inhibitors, confirmation, biochemical, ADP Hunter fluorescence; Rac GTPase-activating protein 1 (Homo sapiens); hit rate 0.6% among 340,000; MgcRacGAP-stimulated Rac1 GTP hydrolysis, ADP Hunter fluorescence; higher % means a stronger effect; GST-tagged Rac1 F28L mutant substrate; inhibition, % at 30 µM; hits with a dose series show IC50 in µM;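 active = first-screen hits whose inhibition reached a set limit at any dose in the follow-up dose series; inconclusive = inhibition above the set first-screen limit but never retested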;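 note: fluorescence reports GDP produced by GAP-driven GTP hydrolysis; strong numbers were not always called active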
# T cell HTS vesicle-bound % = second read-out of T cell HTS, no call of its own (marks repeat the call); double positive events, %; measured here: CD8+ vesicle-bound cell fraction;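 binding gate set so that unloaded-vesicle control wells show 10% double positive cells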
# NTR1 agonist cell count 20 µM = second read-out of NTR1 agonist, no call of its own (marks repeat the call); cell count; measured here: cell count, cytotoxicity flag
# Dengue-2 NS5 capping pilot replicate = also measured in Dengue-2 NS5 capping; calls as there; inhibition, %; measured here: pilot screen replicate inhibition
# The depositor's hits bear a star; i = inactive; ? = inconclusive; / = no result given; [ ] = remark or other dose.
SMILES,West Nile virus CPE,Large T inhibition,K1F lysis inhibition,Dengue-2 NS5 capping,Salmonella PhoP GFP,RSV antiviral HEp-2,NTR1 agonist,NTR1 agonist cell count 20 µM,T cell HTS,T cell HTS vesicle-bound %,Rac1 GTP hydrolysis,others
Nc1ccccc1Nc1ccccc1,-0.1%,21%,1.1%,-15%,12%,3.9%,0.0,62,i,45,36µM*,
COCCNC(=O)[C@@H]1CSC2c3ccccc3C(=O)N21 (some centres undefined),-0.1%,3%,-0.2%[50 µM],-1%,5%,0.2%,-0.5,87,i,49,7%,
CN(C)C(=O)COC(=O)/C=C/c1ccccc1[N+](=O)[O-],0.1%,5%,1.3%,3%,6%,2.6%,-0.8,67,i,41,6%,
CC1(C)Cc2nc3sc4c(N5CCCC5)nnnc4c3cc2CO1,0.3%,6%,/,/,10%,2.6%,0.9,44,i,26,/,
COc1ccc(Cn2c(O)c(C=Nc3ccccc3)c3ccccc3c2=O)cc1,?,0%,7.5%,-4%,6%,5.7%,-0.2,70,i,39,4%,
Cc1ccc(-c2ccc(=O)n(Cc3ccc(F)cc3Cl)n2)cc1,-1.2%,3%,2.3%[50 µM],-4%,17%,6.6%,14,84,i,32,4%,
COc1ccc(/C=N/n2cnc3c(sc(=S)n3-c3ccccc3)c2=O)cc1,-0.4%,-1%,0.2%,-7%,6%,3.5%,3.8,58,i,13,5%,
O=C(/C=C/c1ccccc1)N(Cc1cccc(Cl)c1)C1CCS(=O)(=O)C1 (centres undefined),-0.3%,1%,-0.4%,-15%,-5%,1.7%,2.4,75,i,30,2%,
CCN(CC)CCOc1nc(C)nc2c1oc1ccccc12,-0.3%,2%,0.2%,-1%,-5%,1.8%,-1.0,74,i,27,7%,
COc1cccc(-n2c(SC)nnc2-c2cnccn2)c1,-0.7%,19%,5.0%,-4%,2%,-0.9%,0.8,76,i,19,5%,
CC(=O)[C@@H]1[C@@H]2C(=O)N(c3ccc(F)c(Cl)c3)C(=O)[C@@H]2C2c3ccccc3C=CN21 (some centres undefined),0.1%,18%,/,/,-6%,0.9%,1.0,58,i,52,/,
C=CCN1C(=O)C(CC(=O)Nc2ccc(OCC)cc2)N(Cc2ccccn2)C1=S (centres undefined),-1.0%,12%,0.8%,4%,-3%,0.8%,-0.8,52,i,21,-9%,
Cc1cc(C(=O)NCc2cccnc2)no1,/,0%,-1.2%,-3%,-4%,-0.7%,-1.6,62,i,6,6%,
Cc1ccc2cc(C=O)c(Cl)nc2c1,-0.2%,6%,-0.7%,-4%,-5%,1.4%,4.0,36,i,7,1%,
CCOC(=O)c1ccc(NC(=O)c2ccccc2C)cc1,-0.5%,6%,3.2%[50 µM],-3%,-16%,?,0.6,37,i,18,4%,
COc1ccc(C(=O)NC2CCN(C(=S)NCc3ccco3)CC2)cc1,0.2%,4%,0.2%,5%,-4%,-3.0%,-0.7,54,i,12,15%,
Cc1cccc(-n2c(C)n[nH]c2=S)c1C,0.1%,0%,2.2%,5%,-6%,-0.9%,-1.7,54,i,49,11%,
CCOC(=O)C(NC(C)=O)(Nc1ccc(S(=O)(=O)Nc2ccncn2)cc1)C(F)(F)F (centres undefined),0.5%,9%,0.4%,0%,-4%,0.9%,1.1,64,i,31,7%,
Cc1c(C)n(C)c2ccc(C(=O)NCCc3ccco3)cc12,0.5%,8%,0.1%,-15%,5%,5.6%,0.9,65,i,3,-35%,
O=C(Cn1c(=O)cnc2ccccc21)NNC(=O)c1ccc(Cl)cc1,/,/,0.8%[50 µM],-7%,/,-0.1%,-1.3,44,i,44,7%,
O=c1c2c([nH]c3ccccc13)CCCCC2,-0.5%,-6%,0.4%,4%,63%,3.2%,1.0,64,i,38,5%,
O=S(=O)(Nc1cccnc1)c1ccc(C2CCCCC2)cc1,-0.6%,10%,9.0%,0%,6%,1.1%,8.1,74,i,13,16%,
O=C(CSc1nnc(-c2ccccc2Br)o1)Nc1nncs1,0.5%,6%,0.2%,-5%,-3%,2.0%,-0.2,52,i,47,0%,
Cc1cc(C)c(NC(=S)N(Cc2cccnc2)Cc2ccco2)c(C)c1,-2.1%,22%,0.0%[50 µM],5%,8%,4.0%,0.1,60,i,54,7%,
Nc1ccc(C2(c3ccc(N)cc3)C(=O)Nc3ccccc32)cc1,?,6%,0.1%,-4%,5%,2.0%,1.0,51,i,29,3%,
CCNC(=O)N1CCCC(C(=O)c2ccc(OC)c(OC)c2)C1 (centres undefined),-0.4%,/,0.2%,-3%,/,1.1%,2.5,46,i,48,-4%,
CCOP(=O)(OCC)C(NC(=O)Nc1ccccc1)C(N)=O (centres undefined),0.2%,17%,3.0%,0%,0%,0.9%,-2.1,59,i,30,3%,
COC(=O)c1sccc1NC(=O)CSc1ccccc1N,-0.4%,-3%,0.3%,5%,4%,-0.1%,-0.8,32,i,39,8%,
CCOC(=O)N1CCC2(CC1)C(C#N)=C(N)OC1=C2C(=O)CC(C)C1 (centres undefined),0.1%,1%,0.6%,1%,13%,1.8%,0.6,71,i,32,6%,
Cc1ccc(-n2c(Cc3cccs3)nnc2SCC(=O)OC(C)C)cc1,0.6%,3%,0.1%,0%,1%,0.7%,0.5,90,i,42,9%,Dengue-2 NS5 capping pilot replicate=4.0
C=CCNc1nc(Cl)ncc1F,-0.3%,9%,0.6%[50 µM],-6%,14%,1.0%,1.6,42,i,5,3%,
c1ccc(C2CC(c3cccs3)=NN2c2ccccc2)cc1 (centres undefined),-0.1%,4%,-1.0%[50 µM],-10%,-2%,3.8%,2.8,69,i,51,8%,
Cc1cc(/C=C(/C#N)c2nc3ccccc3[nH]2)c(C)n1-c1cc(C(=O)O)cc(C(=O)O)c1,0.2%,23%,-2.4%,-7%,4%,/,0.1,80,/,/,13%,
CCC(CC)c1nnc(NC(=O)C2CCN(C(=O)c3ccco3)CC2)s1,-0.6%,15%,0.5%,-7%,-5%,1.2%,-0.5,41,i,35,5%,
CCC(C(=O)Nc1cc(OC)c(NC(=O)c2ccccc2)cc1OC)c1ccccc1 (centres undefined),-0.7%,1%,0.1%,-6%,6%,4.6%,1.4,68,i,44,4%,
COC(=O)c1ccc(NC(=O)[C@H](C)NC(N)=O)cc1,0.5%,20%,0.2%,0%,-12%,-1.6%,1.3,54,i,19,11%,
CN(CC(N)=O)S(=O)(=O)c1ccc(F)cc1,0.4%,6%,-0.9%,-7%,-9%,2.3%,-0.2,71,i,40,6%,
O=C(NCCOc1ccc(Cl)cc1)c1ccco1,-0.9%,5%,0.0%,-2%,4%,1.2%,-1.2,61,i,28,1%,
CC(C)CN1C(=O)c2ccc(NC(=O)c3ccco3)cc2C1=O,0.1%,26%,-4.5%,-6%,-3%,1.1%,0.1,55,i,32,4%,
OC(COc1ccc2ccccc2c1Cl)CN1CCOCC1 (centres undefined),-0.2%,1%,0.8%,8%,3%,-0.3%,-1.1,65,i,34,11%,
CCCCn1c(NC(=O)c2ccccc2)c(C#N)c2nc3ccccc3nc21,/,4%,-1.0%,-31%,9%,/,/,/,/,/,17%,
C=C(C)CNC(=S)N/N=C/c1ccccc1OCC(=O)O,0.7%,5%,0.5%,-1%,-5%,1.9%,-1.2,47,i,19,7%,
CC1CN(C(=O)CSc2nc(-c3ccccc3)cs2)CC(C)O1 (centres undefined),-0.5%,8%,-0.1%,-3%,-6%,0.6%,-0.2,39,i,30,3%,
CC(=O)Nc1ccc(C(=O)NNC(=O)CCCCC(=O)NNC(=O)c2ccc(NC(C)=O)cc2)cc1,/,12%,i,-3%,/,2.5%,-1.3,50,i,55,0%,
COc1ccc(C(C)NC(=O)c2ccc([N+](=O)[O-])cc2)cc1OC (centres undefined),-0.3%,7%,2.2%[50 µM],-6%,-8%,2.4%,0.1,49,i,49,9%,
Cc1cccc(NC(=O)C(c2cccc([N+](=O)[O-])c2)N2CCCCC2)c1 (centres undefined),-0.7%,5%,0.5%,-1%,-8%,5.4%,-0.6,74,i,22,6%,
COc1ccc(NC(=O)CN(C)C(=O)COc2ccccc2Cc2ccccc2)cc1,/,/,-0.7%[50 µM],4%,/,0.3%,-2.3,89,i,13,3%,
O=C(COc1ncnc2ccccc12)Nc1cccc(S(=O)(=O)N2CCOCC2)c1,-0.1%,2%,0.3%,-6%,2%,2.0%,-0.2,62,i,39,7%,
Cc1n[nH]c(C)c1CCNCc1ccc(OCC(O)CN2CCCCC2)cc1 (centres undefined),0.1%,7%,0.3%,1%,6%,-0.2%,-0.7,44,i,40,6%,
CNC(=O)CN1C(=O)c2ccccc2S1(=O)=O,-0.8%,1%,-2.9%,-3%,-3%,2.4%,1.5,48,i,47,3%,
# Other entries follow:
SMILES,West Nile virus CPE,Large T inhibition,K1F lysis inhibition,Dengue-2 NS5 capping,Salmonella PhoP GFP,RSV antiviral HEp-2,NTR1 agonist,NTR1 agonist cell count 20 µM,T cell HTS,T cell HTS vesicle-bound %,Rac1 GTP hydrolysis,others
Cc1noc(C)c1CCC(=O)N1CCCC(CCC(=O)NCc2ccc(F)c(F)c2)C1 (centres undefined),0.1%,23%,0.1%,-11%,2%,-0.4%,0.4,82,i,50,1%,
COc1cc(C(=O)Nc2ccc(S(=O)(=O)NC(C)C)cc2)cc(OC)c1OC,-0.4%,-5%,6.5%,-1%,-8%,1.0%,0.2,44,i,44,9%,
O=C(Nc1nc(-c2cccnc2)cs1)c1ccc(S(=O)(=O)N2CCOCC2)cc1,?,18%,2.9%,3%,-7%,4.7%,-0.7,68,i,17,1%,
Fc1ccc2c(c1)[C@H]1OCC[C@H]1[C@@H](c1ccco1)N2,0.0%,10%,0.4%,-1%,-6%,1.7%,-1.7,76,i,16,8%,Dengue-2 NS5 capping pilot replicate=4.2
CCc1nc(C)cc(N)c1OCc1ccccc1,-0.1%,10%,3.9%,-7%,24%,2.5%,0.9,85,i,19,5%,
